# BioA inh: inhibitors of Mycobacterium tuberculosis BioA enzyme; purified M. tuberculosis BioA enzyme, plate reader; AID 602481; 360,000 compounds, 0.096% hits; inhibition, % at 9.99 µM; in the data active means inhibition above about 40%
# Numbers without * were called inactive.
structure	BioA inh
C[C@H](CO)N1C[C@H](C)[C@@H](CN(C)C(=O)C2CCCCC2)Oc2ncc(-c3ccccc3)cc2C1=O	2.2
C[C@H]1CN([C@@H](C)CO)C(=O)c2cc(NC(=O)Cn3cnnn3)ccc2O[C@@H]1CN(C)S(=O)(=O)c1ccc(F)cc1	-1.8
C[C@@H]1CN([C@@H](C)CO)C(=O)c2cc(NS(=O)(=O)c3ccc(F)cc3)ccc2O[C@H]1CN(C)C(=O)Nc1ccc(C(F)(F)F)cc1	-0.2
CCNC(=O)C[C@@H]1CC[C@@H]2[C@H](COC[C@@H](O)CN2C(=O)c2cc(Cl)cc(Cl)c2)O1	-0.1
N#Cc1ccc(-c2ccc3c(c2)[C@@H]2[C@@H](CCN2S(=O)(=O)c2ccccc2F)[C@H](CO)N3)cc1	-1.2
O=C(Nc1ccccc1F)N1CCCCN2[C@H](CO)[C@@H](c3ccc(C4=CCCCC4)cc3)[C@H]2C1	1.9
C[C@H]1CN([C@@H](C)CO)C(=O)c2cc(NC(=O)Nc3ccc4c(c3)OCO4)ccc2O[C@H]1CN(C)Cc1ccc(C(F)(F)F)cc1	-0.7
C[C@H]1CN([C@@H](C)CO)C(=O)c2cc(-c3cccc(F)c3)cnc2O[C@H]1CN(C)Cc1cccc(F)c1	3.1
COc1cccc(S(=O)(=O)N[C@@H]2CC[C@H](CC(=O)NCc3ccc(F)cc3)O[C@H]2CO)c1	-1.0
COc1ccc(NC(=O)N[C@H]2CC[C@@H](CCn3cc(-c4ccccc4F)nn3)O[C@H]2CO)cc1	2.9
C[C@H]1CN([C@@H](C)CO)C(=O)c2cccc(NC(=O)c3cnccn3)c2O[C@@H]1CN(C)CC1CC1	-2.9
COc1ccc(S(=O)(=O)Nc2ccc3c(c2)C(=O)N([C@@H](C)CO)C[C@H](C)[C@@H](CN(C)S(=O)(=O)c2ccc(OC)cc2)O3)cc1	7.0
COCC#Cc1ccc2c(c1)O[C@@H](CN(C)Cc1ccc3c(c1)OCO3)[C@@H](C)CN([C@H](C)CO)S2(=O)=O	-2.8
CN1c2ccc(-c3cccc(F)c3)cc2[C@H]2[C@H](CCN2C(=O)C2CC2)[C@@H]1CO	22.3
O=C(Nc1ccccc1)N1CCCCN2[C@H](CO)[C@H](c3ccc(-c4ccccc4)cc3)[C@@H]2C1	-3.1
COc1ccc(NC(=O)N(C)C[C@@H]2OCCCC[C@@H](C)Oc3ccc(NC(=O)NC(C)C)cc3C(=O)N([C@H](C)CO)C[C@H]2C)cc1	2.7
C[C@@H]1CCCCO[C@H](CN(C)C(=O)CCC(F)(F)F)[C@H](C)CN([C@H](C)CO)C(=O)c2cc(NC(=O)c3ccccc3)ccc2O1	0.7
C[C@@H]1CN([C@@H](C)CO)C(=O)c2cccc(NS(=O)(=O)c3ccc(Cl)cc3)c2O[C@@H]1CN(C)CC1CC1	-1.1
CCC(=O)N(C)C[C@H]1Oc2cc(C#CCOC)ccc2S(=O)(=O)N([C@H](C)CO)C[C@@H]1C	3.1
C[C@@H]1CCCCO[C@H](CN(C)C(=O)NC2CCCCC2)[C@@H](C)CN([C@H](C)CO)C(=O)c2cc(NC(=O)Nc3ccc4c(c3)OCO4)ccc2O1	-0.6
CO[C@@H]1CN(C)C(=O)c2cc(NS(=O)(=O)CC(F)(F)F)ccc2OC[C@@H](C)N(Cc2ccccn2)C[C@@H]1C	1.3
CN(C)CC(=O)NC[C@H]1N[C@@H](CO)[C@H]1c1ccc(-c2cccc(C#N)c2)cc1	-2.5
C[C@@H]1CN([C@H](C)CO)C(=O)c2cccc(N(C)C)c2O[C@H]1CN(C)Cc1ccc2c(c1)OCO2	-0.7
C[C@H]1CN([C@@H](C)CO)C(=O)c2cc(C#CC(C)(C)O)cnc2O[C@H]1CN(C)C(=O)C1CCCCC1	-2.3
O=C(C[C@@H]1C=C[C@H](NC(=O)Nc2ccc3c(c2)OCO3)[C@@H](CO)O1)NCc1ccc(Cl)cc1	1.0
C[C@@H]1CN([C@H](C)CO)C(=O)Cc2cc(NC(=O)CCN3CCOCC3)ccc2O[C@@H]1CN(C)Cc1ccccc1	-0.7
CCNC(=O)C[C@@H]1CC[C@H]2[C@H](COc3ccc(NC(=O)c4cccc(OC)c4)cc3C(=O)N2C)O1	-0.3
Cc1noc(C)c1NC(=O)N(C)C[C@@H]1Oc2ccc(NS(C)(=O)=O)cc2C(=O)N([C@H](C)CO)C[C@H]1C	-4.5
C[C@@H]1CN([C@H](C)CO)C(=O)Cc2cc(NC(=O)Nc3cccc4ccccc34)ccc2O[C@@H]1CN(C)C(=O)Nc1cccc2ccccc12	0.4
COCC#Cc1cnc2c(c1)C(=O)N([C@@H](C)CO)C[C@@H](C)[C@H](CN(C)Cc1ccc3c(c1)OCO3)O2	-0.8
O=C(CC(F)(F)F)N1C[C@@H]2[C@H](c3ccccc31)[C@@H](CO)N2CC1CCOCC1	3.4
Cc1noc(C)c1S(=O)(=O)N(C)C[C@@H]1OCCCC[C@H](C)Oc2ccc(NC(=O)c3ccccc3)cc2C(=O)N([C@H](C)CO)C[C@H]1C	1.1
COCC#Cc1ccc2c(c1)O[C@H](CN(C)Cc1ccccn1)[C@@H](C)CN([C@@H](C)CO)S2(=O)=O	1.2
C/C=C/c1ccc([C@H]2[C@@H](CO)N(C(=O)CC)[C@H]2CNC(=O)CC2CC2)cc1	0.5
COc1ccccc1-c1ccc([C@@H]2[C@H](CO)N3CCCCN(C(=O)c4ccncc4)C[C@@H]23)cc1	-3.9
C[C@@H]1CN([C@H](C)CO)C(=O)c2cccc(N(C)C)c2O[C@H]1CN(C)C(=O)NC1CCCCC1	-1.6
CCCC(=O)Nc1ccc2c(c1)C(=O)N(C)C[C@H](OC)[C@H](C)CN(C(=O)c1ccncc1)[C@H](C)CO2	0.3
Cc1cccc(S(=O)(=O)N[C@@H]2CC[C@H](CCNC(=O)CCN3CCCCC3)O[C@@H]2CO)c1	-1.2
O=C(Nc1ccc(C(F)(F)F)cc1)N[C@H]1CC[C@@H](CC(=O)N2CCCCC2)O[C@@H]1CO	-1.9
C[C@@H]1CN([C@@H](C)CO)C(=O)c2cc(NS(C)(=O)=O)ccc2O[C@@H](C)CCCCO[C@@H]1CN(C)C(=O)Nc1ccc(F)cc1	-1.6

# The closing 4 compounds of the part before lead into the next.
structure	BioA inh
CCCC(=O)Nc1ccc2c(c1)C(=O)N(C)C[C@H](OC)[C@H](C)CN(C(=O)c1ccncc1)[C@H](C)CO2	0.3
Cc1cccc(S(=O)(=O)N[C@@H]2CC[C@H](CCNC(=O)CCN3CCCCC3)O[C@@H]2CO)c1	-1.2
O=C(Nc1ccc(C(F)(F)F)cc1)N[C@H]1CC[C@@H](CC(=O)N2CCCCC2)O[C@@H]1CO	-1.9
C[C@@H]1CN([C@@H](C)CO)C(=O)c2cc(NS(C)(=O)=O)ccc2O[C@@H](C)CCCCO[C@@H]1CN(C)C(=O)Nc1ccc(F)cc1	-1.6
O=C(C[C@H]1C[C@H]2c3cc(NS(=O)(=O)c4ccc(F)cc4)ccc3O[C@H]2[C@@H](CO)O1)NCc1ccccn1	1.7
C[C@@H]1CN([C@H](C)CO)C(=O)c2cc(NC(=O)c3ccncc3)ccc2O[C@H]1CN(C)C(=O)Nc1ccc(C(F)(F)F)cc1	-0.5
CCCC#Cc1cnc2c(c1)C(=O)N([C@H](C)CO)C[C@@H](C)[C@@H](CN(C)C(=O)Nc1cc(F)ccc1F)O2	1.4
Cc1noc(C)c1NC(=O)Nc1ccc2c(c1)C(=O)N([C@H](C)CO)C[C@H](C)[C@@H](CN(C)C)O2	0.0
O=C(C[C@@H]1C=C[C@@H](NC(=O)Nc2cc(F)ccc2F)[C@@H](CO)O1)NCCCN1CCOCC1	2.4
C[C@@H]1CN([C@@H](C)CO)C(=O)c2ccccc2-c2ccccc2CO[C@@H]1CN(C)Cc1ccc(O)cc1	1.4
CCC(=O)N1[C@H](CO)[C@H]2c3ccccc3N(C(=O)c3cccc(OC)c3)C[C@H]21	-3.0
C[C@@H]1CN([C@H](C)CO)C(=O)Cc2cc(NC(=O)CCN3CCOCC3)ccc2O[C@@H]1CN(C)S(=O)(=O)c1ccc(Cl)cc1	1.8
COCC(=O)N(C)C[C@H]1Oc2ncc(C#Cc3ccc(F)cc3)cc2C(=O)N([C@@H](C)CO)C[C@@H]1C	-0.7
O=C(c1ccccc1)N1C[C@@H]2[C@H](c3ccccc31)[C@@H](CO)N2C(=O)c1ccccn1	1.9
C[C@@H]1CCCCO[C@H](CN(C)S(=O)(=O)c2ccccc2)[C@@H](C)CN([C@H](C)CO)C(=O)c2cc(NC(=O)Nc3ccc4c(c3)OCO4)ccc2O1	1.8
COc1ccccc1CNC(=O)C[C@@H]1C[C@@H]2c3cc(NS(=O)(=O)c4ccc(F)cc4)ccc3O[C@@H]2[C@@H](CO)O1	1.3
CNC[C@@H]1Oc2c(NS(=O)(=O)c3ccc(F)cc3)cccc2C(=O)N([C@@H](C)CO)C[C@@H]1C	-1.4
O=C(NCC1CC1)[C@@H]1[C@@H](CO)[C@@H]2Cn3c(ccc(-c4ccccc4F)c3=O)[C@H]1N2Cc1ccccc1	-0.8
CNC[C@@H]1Oc2ccc(NC(=O)Nc3cccc4ccccc34)cc2CC(=O)N([C@H](C)CO)C[C@@H]1C	0.1
CC(C)c1cn(CC[C@@H]2CC[C@H](NS(=O)(=O)c3ccccc3)[C@H](CO)O2)nn1	-3.7
COc1ccccc1CNC(=O)C[C@@H]1C[C@@H]2c3cc(NC(=O)CC4CC4)ccc3O[C@@H]2[C@H](CO)O1	-1.0
C[C@@H]1CCCCO[C@@H](CN(C)Cc2ccc(C(F)(F)F)cc2)[C@@H](C)CN([C@H](C)CO)C(=O)c2cc(NC(=O)C3CCCCC3)ccc2O1	-3.9
Cc1ccc(S(=O)(=O)N(C)C[C@H]2OCCCC[C@H](C)Oc3ccc(NC(=O)Nc4ccccc4)cc3C(=O)N([C@H](C)CO)C[C@H]2C)cc1	-3.8
CC(=O)NC[C@@H]1[C@@H](c2ccc(C3=CCCC3)cc2)[C@H](CO)N1Cc1cccnc1	1.0
C[C@H](CO)N1C[C@H](C)[C@@H](CN(C)C(=O)Nc2ccc(F)cc2)Oc2ccc(NS(C)(=O)=O)cc2CC1=O	-0.2
CO[C@H]1CN(C)C(=O)c2cc(NS(=O)(=O)c3cccc(C)c3)ccc2OC[C@@H](C)NC[C@H]1C	0.6
CCN1[C@H](C(=O)NCc2ccccc2)[C@@H](CO)[C@@H]2Cn3c(ccc(-c4ccccc4)c3=O)[C@@H]21	4.5
CCCNC(=O)C[C@H]1C[C@H]2c3cc(NC(=O)COC)ccc3O[C@H]2[C@H](CO)O1	-1.4

# Among those listed so far, these have a cyano group:
structure	BioA inh
N#Cc1ccc(-c2ccc3c(c2)[C@@H]2[C@@H](CCN2S(=O)(=O)c2ccccc2F)[C@H](CO)N3)cc1	-1.2
CN(C)CC(=O)NC[C@H]1N[C@@H](CO)[C@H]1c1ccc(-c2cccc(C#N)c2)cc1	-2.5

# Following part:
structure	BioA inh
COCC(=O)N1CCCCN2[C@H](CO)[C@H](c3ccc(-c4ccc(F)cc4)cc3)[C@H]2C1	5.1
COc1ccc(S(=O)(=O)Nc2ccc3c(c2)C(=O)N([C@H](C)CO)C[C@H](C)[C@H](CN(C)C(=O)Nc2c(C)noc2C)OCCCC[C@@H](C)O3)cc1	0.8
COCC(=O)N(C)C[C@H]1Oc2cc(-c3cncnc3)ccc2S(=O)(=O)N([C@H](C)CO)C[C@H]1C	0.5
C[C@@H]1CN([C@@H](C)CO)C(=O)c2cc(NS(=O)(=O)c3cccs3)ccc2O[C@@H]1CN(C)S(C)(=O)=O	-0.7
O=C(C[C@@H]1C[C@@H]2c3cc(NS(=O)(=O)c4ccc(F)cc4)ccc3O[C@@H]2[C@H](CO)O1)NCc1ccc(Cl)cc1	-0.1
Cc1noc(C)c1S(=O)(=O)N(C)C[C@H]1OCCCC[C@@H](C)Oc2ccc(NC(=O)NC3CCCCC3)cc2C(=O)N([C@@H](C)CO)C[C@@H]1C	1.7
C[C@@H]1CN([C@H](C)CO)C(=O)c2cc(-c3cccc(F)c3)cnc2O[C@H]1CN(C)Cc1ccccc1	2.6
C[C@@H]1CN([C@H](C)CO)C(=O)c2cc(NC(=O)NC3CCCCC3)ccc2O[C@@H](C)CCCCO[C@H]1CN(C)S(C)(=O)=O	1.3
O=C(c1ccccc1F)N1C[C@@H]2[C@H](c3ccccc31)[C@H](CO)N2C(=O)c1ccccc1	-5.6
CC(=O)N(C)C[C@@H]1Oc2ncc(-c3ccc(C)cc3)cc2C(=O)N([C@@H](C)CO)C[C@@H]1C	-3.1
Cc1ccc(S(=O)(=O)Nc2ccc3c(c2)C(=O)N([C@H](C)CO)C[C@H](C)[C@@H](CN(C)S(C)(=O)=O)O3)cc1	-1.3
COc1cccc(S(=O)(=O)N[C@@H]2CC[C@H](CCNC(=O)Cc3ccncc3)O[C@H]2CO)c1	-2.4
CO[C@@H]1CN(C)C(=O)c2cc(NS(=O)(=O)c3ccc(Oc4ccccc4)cc3)ccc2OC[C@H](C)NC[C@@H]1C	0.6
CCCC(=O)Nc1ccc2c(c1)C(=O)N(C)[C@H]1CC[C@@H](CC(=O)NCC3CC3)O[C@H]1CO2	8.9
C/C=C/c1cnc2c(c1)C(=O)N([C@H](C)CO)C[C@H](C)[C@@H](CN(C)S(=O)(=O)c1cccs1)O2	17.9
CO[C@H]1CN(C)C(=O)c2cc(NS(=O)(=O)c3ccc(C)cc3)ccc2OC[C@H](C)N(C(=O)NC(C)C)C[C@@H]1C	0.0
Cc1noc(C)c1S(=O)(=O)Nc1ccc2c(c1)C(=O)N([C@H](C)CO)C[C@H](C)[C@H](CN(C)C(=O)c1ccncc1)OCCCC[C@H](C)O2	0.1

# Screening results deposited in PubChem by Broad Institute.

# Some of the compounds tested, so the mix of outcomes need not match the whole.
